CHRM1 agonist: human M1 muscarinic receptor agonism; P11229; CHO-K1 hM1, Fluo-8 calcium fluorescence, agonist mode; 0% DMSO, 100% acetylcholine EC100; activation, % at 3 µM; actives 0.33% (n = 360,000);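 active = activation above the run's mean compound activation plus 3 SD, cut at about 16% in these data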;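 also: peak over basal fluorescence ratio within a 140 s kinetic read after compound addition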
Target sequence (P11229 whole entry, looked up): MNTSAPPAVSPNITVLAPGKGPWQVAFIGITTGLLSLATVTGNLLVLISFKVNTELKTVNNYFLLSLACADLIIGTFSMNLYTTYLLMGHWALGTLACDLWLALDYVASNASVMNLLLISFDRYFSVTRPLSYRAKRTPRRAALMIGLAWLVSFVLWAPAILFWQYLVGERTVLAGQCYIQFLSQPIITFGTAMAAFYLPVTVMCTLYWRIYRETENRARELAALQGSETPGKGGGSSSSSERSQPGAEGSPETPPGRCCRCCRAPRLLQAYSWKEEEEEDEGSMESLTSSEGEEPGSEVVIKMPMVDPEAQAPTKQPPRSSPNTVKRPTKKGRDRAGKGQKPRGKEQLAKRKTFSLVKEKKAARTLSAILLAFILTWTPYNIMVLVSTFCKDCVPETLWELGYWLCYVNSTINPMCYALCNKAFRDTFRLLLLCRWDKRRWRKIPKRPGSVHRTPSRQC
OXTR potentiator: potentiators of human oxytocin receptor | CHO-OTR cells, Fluo-8 calcium fluorescence, potentiator mode; 0% = oxytocin EC15, 100% = EC100 | activation, % at 3 µM | actives 0.061% (n = 320,000);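 active = activation above that plate's cutoff, the mean activation of tested compounds plus 3 SD, cut at about 6.6% in these data, passing the limit was not always enough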;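 also: 100% uses oxytocin at 75 nM as the full agonist control; some results filed as inactive read as strong as hits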
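Material: human OTR in CHO cells. Compound: 3.0 µM, one dose. Timing: compound 6 min at room temperature before oxytocin, 100 s read. Evaluation: % activation of max/min ratio relative to oxytocin controls. Replication: single well per compound, singlicate. Signal: Fluo-8 calcium dye fluorescence.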
V1R ag counter: V1a receptor agonism, counter-screen for OXTR agonists; P37288; CHO-V1R cells, Fluo-8 calcium fluorescence, agonist mode; 0% DMSO, 100% 3 nM vasopressin; activation, % at 3 µM; actives 0.25% (n = 320,000); AID 2797;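 active = activation above the mean activation of all tested compounds plus 3 SD, per screening run, cut at about 20% in these data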;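 also: signal is peak over basal fluorescence ratio across a 100 second FLIPR read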
M1 PAM parental: nonselective activator or artifact in parental CHO-K1 calcium assay; activation, % at 3 µM; actives 0.02% (n = 360,000); AID 602247; ATP EC20, Fluo-8 calcium fluorescence; 0% at ATP EC20, 100% at ATP max;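 active = activation above the run cutoff, the mean activation of all test compounds plus 3 SD, cut at about 40% in these data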;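 also: peak over basal fluorescence ratio in a 140 s read after ATP addition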
CHO-K1 Ca ag: M1 agonist counterscreen hit in parental CHO-K1 cells; actives 0.48% (n = 360,000); Fluo-8 calcium fluorescence; scaled to maximal ATP response, vehicle zero; activation, % at 3 µM; in the data active = activation above about 15%;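 also: untransfected CHO-K1 host cells lacking M1 receptor as counterscreen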
TAAR1 antagonist: antagonists of human TAAR1; actives 1.5% (n = 360,000); Q96RJ0; inhibition, % at 3 µM; CHO RD-HGA16 TAAR1, Fluo-8 calcium fluorescence, antagonist; AID 624466;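 active = inhibition above a per-plate cutoff, the mean inhibition of test compounds on that plate plus 3 SD, cut at about 49% in these data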;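 also: 0% = DMSO plus EC80 beta-PEA response and 100% = DMSO alone without agonist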
Target sequence (Q96RJ0 whole entry, looked up): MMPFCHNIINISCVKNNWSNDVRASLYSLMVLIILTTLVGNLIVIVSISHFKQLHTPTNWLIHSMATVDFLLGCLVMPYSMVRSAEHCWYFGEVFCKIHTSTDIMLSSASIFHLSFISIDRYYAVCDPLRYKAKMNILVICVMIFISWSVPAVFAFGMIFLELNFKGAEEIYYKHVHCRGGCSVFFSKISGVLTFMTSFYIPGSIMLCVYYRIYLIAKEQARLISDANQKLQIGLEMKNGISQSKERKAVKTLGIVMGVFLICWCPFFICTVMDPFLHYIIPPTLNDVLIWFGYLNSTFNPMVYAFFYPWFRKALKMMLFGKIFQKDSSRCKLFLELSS
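Test system – hTAAR1-expressing CHO RD-HGA16 cells, Gα16-coupled · Also added – β-PEA at EC80 concentration, post-compound challenge · Compound – 3 µM, single point · Incubation – dye loading 75 min at 37 °C, then 30 min room temperature · Measured by – Fluo-8 intracellular calcium dye fluorescence, real-time kinetic reads · Benchmarks – vehicle and agonist controls · Replicates – singlicate, one well per test compound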
CHO parental Ca: signal in parental CHO cells, OX1R antagonist counter-screen; parental CHO-K1, ATP-induced calcium, Fluo-8 fluorescence; inhibition, % at 5.6 µM; actives 0.63% (n = 330,000); AID 463079;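 active = inhibition above that plate's mean sample inhibition plus 3 SD, cut at about 26% in these data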;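 also: 0% = ATP-challenged DMSO wells and 100% = DMSO wells without ATP; some compounds past the cut are filed as inactive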
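Assay system – parental CHO cells · Reagent – ATP stimulus · Detection – intracellular calcium via Fluo-8 no-wash fluorescent dye · Evaluation – percent inhibition of ATP-evoked calcium rise, normalized to controls · Controls – ATP wells versus no-ATP DMSO wells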
CHO-K1 Ca antag: nonselective inhibitor or artifact in parental CHO-K1 cells; ATP-induced calcium, Fluo-8 fluorescence; inhibition, % at 3 µM; actives 0.6% (n = 360,000); AID 602250;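 active = inhibition above a per-plate cutoff, the plate's mean sample inhibition plus 3 SD, cut at about 24% in these data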;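 also: 0% = DMSO plus EC80 ATP and 100% = DMSO alone without ATP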
TAAR1 ag: agonists of human TAAR1; actives 0.99% (n = 360,000); activation, % at 3 µM; CHO RD-HGA16 TAAR1, Fluo-8 calcium fluorescence; vehicle wells 0%, saturating PEA agonist 100%; Q96RJ0;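 active = activation above the mean activation of all test compounds in the run plus 3 SD, cut at about 38% in these data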
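Test system: RD-HGA16 (CHO) cells co-expressing Gα16 and hTAAR1 / Benchmarks: DMSO vehicle as 0%, PEA at EC100 as 100% / Repeats: no replicates (n 1) / Measure: % activation from peak over basal fluorescence ratio, DMSO-to-PEA scaled / Timing: 17-24 h plating, Fluo-8 75 min 37 °C, 30 min RT / Technique: kinetic Fluo-8 calcium fluorescence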
* hit, by the source's call; / = no result given.

SMILES	CHRM1 agonist	OXTR potentiator	V1R ag counter	M1 PAM parental	CHO-K1 Ca ag	TAAR1 antagonist	CHO parental Ca	CHO-K1 Ca antag	TAAR1 ag
CCOc1ccc(NC(=O)CCNS(=O)(=O)c2cccs2)cc1	-2	-1	2.8	-2	0.8	2	-13	-1	15
CCOc1ccccc1N(C(=O)Nc1ccc(Cl)cc1)C1=NC(C)CS1 (centres undefined)	-8	-7	-0.1	18	5.5	10	0	-2	17
CCC(CC)C(=O)Nc1cc(C(=O)OC)ccc1C(=O)OC	-6	2	-1.3	22	-0.3	-8	-20	-14	2
Cc1ccccc1-c1cccc([C@@H]2C[C@H]3[C@H](CON3C)CN2Cc2cc(Cl)cc(Cl)c2)c1	-3	/	/	-6	0.4	-9	/	6	3
CCOc1ccc(NC(=O)NC2CCCCCCC2)cc1	-4	/	/	22	4.5	-20	/	-12	1
O=C(CCl)N1c2ccccc2Oc2ccc3ccccc3c21	5	/	/	6	9.1	14	/	16	19
CCOC(=O)[C@@H]1[C@H]2COc3ccccc3[C@H]2N2C(=O)N(c3cccc(Cl)c3)C(=O)[C@@]12C	1	-14	0.8	-15	0.1	/	-18	-1	/
Cc1cccc(OCC(=O)Nc2ccc3c4c(cccc24)CC3)c1C	-5	0	-0.2	-12	0.4	-4	-3	12	0
CN(C)C(CNC1CC(C)(C)NC(C)(C)C1)c1cccc(F)c1 (centres undefined)	-8	-8	0.1	-6	3.4	1	-6	13	5
CCCNC(=O)c1cc(Cl)c(NC(=O)C2=CSCCO2)cc1OC	-4	-11	-0.9	4	-0.1	-36	-8	-8	-1
CSc1ncccc1C(=O)OCC(=O)NC1CCS(=O)(=O)C1 (centres undefined)	-1	-7	-0.7	-1	16*	11	-16	9	2
COc1ccc(Nc2nc(-c3c[nH]c4ccccc34)cs2)cc1	-5	-1	-0.1	26	1.0	-14	-2	-20	4
CCOCCCNC(=S)NC1CC2CCC(C1)N2Cc1ccccc1 (centres undefined)	-13	-19	0.7	-7	0.3	-5	-3	3	7
CN(CC(=O)Nc1ccccc1Cl)C(=O)COC(=O)c1ccccc1[N+](=O)[O-]	-4	-5	0.0	9	0.7	/	-17	-1	/
Cc1ccc(C23CCC(=O)N2C(C(=O)O)CS3)c(C)c1 (centres undefined)	0	-4	-0.7	-5	0.1	13	-5	2	1
Cc1ccc(S(=O)(=O)N(C)CCCC(=O)NC(C)(C)CO)cc1	-2	-9	0.9	18	4.2	4	-3	2	6
O=C(O)CN1C(=O)S/C(=C\c2ccc3c(c2)OCO3)C1=O	-2	-4	-0.6	15	0.1	3	-7	-10	1
CCOc1ccc2oc(C(=O)OCC(=O)N3CCCC(C)C3)c(C)c2c1 (centres undefined)	5	-5	2.8	-14	2.2	1	-17	-6	13
CN(C)c1ccc(-c2ccnc3c2CC(C)(C(=O)Nc2cccc(N(C)C)c2)O3)cc1 (centres undefined)	-4	/	/	1	0.0	-29	/	10	0
O=[N+]([O-])c1cc(F)cc(F)c1Nc1ccc(F)cc1	-6	/	/	-9	-0.9	-9	/	16	-2
CC(C)(C)C(=O)Nc1ccc(S(=O)(=O)N2CCCC2)cc1	-2	2	-0.4	12	0.8	10	-2	-17	6
COc1cccc(C(C(=O)NC2CCCCC2)N(C(=O)CNC(=O)c2ccco2)c2cccnc2)c1 (centres undefined)	0	-5	-0.7	3	0.5	-8	0	-16	4
O=C(NCc1ccncc1)c1ccc(N2CCCC2)c([N+](=O)[O-])c1	-1	-9	7.7	13	5.5	9	2	9	2
COc1ccc(CNc2oc(COc3ccccc3Cl)nc2C#N)cc1	-7	-4	-1.0	17	0.1	21	-5	2	7
Cc1[nH]n(-c2ccccc2)c(=O)c1-c1cccc(Cl)c1	-2	-18	-0.6	-2	0.1	14	-5	-2	5
Next section.
SMILES	CHRM1 agonist	OXTR potentiator	V1R ag counter	M1 PAM parental	CHO-K1 Ca ag	TAAR1 antagonist	CHO parental Ca	CHO-K1 Ca antag	TAAR1 ag
C#CCOCCOCCOCCNc1nc(N2CCN(C(=O)[C@H](CC(N)=O)n3cc([C@@H](N)CC(N)=O)nn3)CC2)nc(N2CCN(C(=O)[C@H](CC(N)=O)n3cc([C@@H](N)CC(N)=O)nn3)CC2)n1	1	-6	1.3	-20	-0.4	8	0	11	2
O=C(CN1CCCCC1)NNc1nc(-c2ccccc2)c2cc(Br)ccc2n1	-3	3	0.1	2	0.5	-13	-26	1	1
COc1ccc(C(=O)OCC(=O)N2CCN(C(=O)c3ccco3)CC2)c(OC)c1OC	-5	/	/	-6	0.4	-18	/	5	1
CCc1ccc2[nH]c(=O)c(CN(CCCN3CCOCC3)C(=O)Nc3cccc(Cl)c3)cc2c1	-3	-11	1.6	5	2.2	43	-21	-8	23
CN(C)CCN(Cc1cc2cc3c(cc2[nH]c1=O)OCO3)C(=S)NCC1CCCO1 (centres undefined)	-12	-14	1.3	17	-0.5	-6	0	-1	10
CCOc1ccccc1N(C)C(=O)c1cc2c(=O)n(CC)c3ccccc3c2s1	-6	-9	0.4	5	1.6	9	-6	-5	0
O=C(CN(Cc1ccccc1)C(=O)CCC(=O)Nc1nccs1)NCc1ccccc1	-1	-7	0.2	11	2.2	2	-3	-17	1
O=C(NCC(=O)N(Cc1ccco1)C(C(=O)NC1CCCC1)c1cccnc1)c1cccs1 (centres undefined)	-3	-3	0.3	-6	-0.5	-8	0	10	8
COc1ccc(Cl)cc1NC(=O)CN(C)C(=O)c1cccc2cccnc12	-1	-4	0.6	3	2.6	-12	-3	-7	16
O=C1CC(SCc2nc3ccccc3[nH]2)C(=O)N1c1cccc(Cl)c1 (centres undefined)	-4	-9	-0.2	22	3.0	23	-3	-2	10
O=C1C2C(C(=O)N1CCN1CCN(Cc3ccc([N+](=O)[O-])cc3)CC1)[C@H]1C=C[C@@H]2C1 (some centres undefined)	1	-7	3.9	-5	2.2	-38	-8	-3	1
COc1cccc(C2c3cc4c(cc3OC(N3CCCC3)C2C)OCO4)c1O (centres undefined)	0	/	/	13	2.8	-22	/	-10	5
CN(Cc1ccccc1)S(=O)(=O)c1ccc(S(=O)(=O)N(Cc2ccc(F)cc2)C2CCCC2)cc1	-4	0	0.7	12	0.6	5	-10	-3	12
Cc1cc(Nc2cccc(Br)c2)c2ccccc2n1	-2	-14	7.2	12	9.4	-7	-21	-1	3
CCOCCCNC(=O)C(NC(=O)Cc1cccs1)c1ccc(Cl)cc1 (centres undefined)	-2	-2	-0.7	9	0.9	4	-14	0	2
Cc1ccc(S(=O)(=O)Nc2cccc(C(=O)NCc3cccnc3)c2)cc1F	-6	-16	1.5	0	3.1	-20	-9	0	2
C/C(CC(=O)NC1CCCC1)=N\NC(=O)Cc1csc(N)n1	-4	-5	1.0	-9	-0.6	-12	-7	4	4
O=C(Nc1ccc(F)cc1F)c1cc(=O)n(-c2ccccc2)c(=O)[nH]1	-5	-10	0.2	19	0.3	9	-2	-4	0
O=C(N/N=C1\CCCc2oc(C(=O)O)cc21)c1ccccc1	-1	-4	0.4	16	0.3	3	-12	-11	7
COc1ccc([N+](=O)[O-])cc1N(CC(=O)N1CCN(Cc2ccccc2)CC1)S(C)(=O)=O	1	-2	0.0	-8	-0.1	-6	-6	11	3
Cc1ccc(C(=O)NC(N(C)C)C(Cl)(Cl)Cl)cc1 (centres undefined)	-4	-13	0.3	7	1.8	-1	-4	0	-1
Cc1ccc(Sc2nc([N+](=O)[O-])nn2C)cc1	-8	0	-0.9	15	0.0	-22	-2	-10	1
COC(=O)C1=C(C)N(Cc2ccccc2)C(=NCc2cc(OC)c(OC)c(OC)c2)N[C@H]1c1cccc(F)c1	-7	-8	0.4	-14	1.0	/	-29	1	/
COc1cc2c(c(OC)c1OC)C(c1ccc3c(c1)OCO3)CC(=O)O2 (centres undefined)	0	/	/	10	0.3	-5	0	-16	9
CCC(=O)Nc1cccc(-c2cn3ccsc3n2)c1	-3	0	0.9	9	0.3	11	-10	-2	10
(more compounds)
SMILES	CHRM1 agonist	OXTR potentiator	V1R ag counter	M1 PAM parental	CHO-K1 Ca ag	TAAR1 antagonist	CHO parental Ca	CHO-K1 Ca antag	TAAR1 ag
CCCCCN(CCCCC)C(=O)C(CCC(=O)O)NC(=O)c1ccc(Cl)c(Cl)c1 (centres undefined)	-1	-15	-0.3	20	1.4	-1	-12	-1	2
N#Cc1ccccc1OCC(=O)N(Cc1nnc(-c2ccccc2Cl)o1)C1CC1	-3	-5	-0.9	9	0.7	6	-17	7	4
Cc1cc(C)cc(N2CCCn3c2nc2c3c(=O)[nH]c(=O)n2C)c1	-1	-17	-1.8	-6	-1.9	/	-8	-7	/
NC(=O)c1cccc(-c2cnc3c(Nc4cccc(OC(F)(F)C(F)F)c4)nccn23)c1	2	/	/	-16	0.4	42	/	31*	2
O=C(Nc1cc(C(F)(F)F)cc(C(F)(F)F)c1)O[C@@H]1c2ccccc2[C@@H]2Cc3csc[n+]3[C@H]12	/	/	/	3	-0.1	-22	/	-17	0
O=C(COc1coc(CN2CCN(c3ccccc3)CC2)cc1=O)NC1CCCC1	-4	5	0.4	7	-0.2	7	-5	14	1
COc1ccc(/C=C2\CCC/C(=C\c3ccc(OC)c(OC)c3OC)C2=O)c(OC)c1OC	-5	/	/	1	2.9	35	/	-12	3
CCc1nc(SCC(=O)Nc2ccccc2C)n[nH]1	-2	-5	0.0	13	0.4	-18	-4	-5	1
COc1ccc(Oc2cc(C(F)(F)F)nc(N(C)C)n2)cc1	-7	-20	-0.1	18	0.5	7	3	-8	9
COC(=O)[C@H]1C[C@@H]1[C@H](NC(=O)c1cc(C)on1)c1ccccc1	-5	-11	0.3	-1	0.4	9	-3	11	5
c1ccc(-c2nc3ccccn3c2NCc2ccc3c(c2)OCO3)cc1	1	-15	-0.9	19	4.1	38	-11	-7	12
